All columns: NCI-60 one-dose screen, growth in % after 48 h at 10 µM unless noted; 100 = growth as untreated, 0 = no growth, -100 = all killed.
MOLT-4: MOLT-4 leukemia cells; hit rate 6.9% among 80,000
K-562: K-562 leukemia | AID 1794777 | hit rate 7.4% among 78,000
RPMI-8226: RPMI-8226 leukemia cells. hit rate 7.5% among 77,000
MDA-MB-435: MDA-MB-435 melanoma. hit rate 7.8% among 82,000. AID 1794794
SR: SR leukemia cells; hit rate 8.7% among 73,000; AID 1794780
HOP-62: HOP-62 NSCLC; hit rate 3.9% among 80,000
HOP-92: HOP-92 NSCLC cells; hit rate 6.3% among 71,000; AID 1794738
CCRF-CEM: CCRF-CEM leukemia. hit rate 7% among 77,000
* = called active by the depositor; x = not tested or not shown. The calls were made as follows: active = growth percent below 10; inactive = the rest.

1) O=C(c1ccccc1)C1CCC=C1c1ccccc1 (stereo not given)
2) O=C(O)CCCSc1nc(-c2ccc(Cl)cc2)cc(-c2ccc(Cl)cc2)n1
3) CC1SC(c2ccccc2[N+](=O)[O-])N(NC(=O)CCC(=O)c2nc3ncccc3[nH]2)C1=O (stereo not given)
4) COc1ccc(COc2ccc(/C=C3\C(=O)Nc4ccc(Cl)cc43)cc2)cc1
5) C=C1C(=O)O[C@H]2[C@H]1CC/C(C(=O)NCCOCCOCC(=O)Nc1ccc(OC)c(C(N)=O)c1O)=C\CC[C@@]1(C)O[C@@H]21
6) Cc1cc(N2CCCCCC2)nc(NC2CCCC(Nc3ccnc4cc(Cl)ccc34)C2)n1 (stereo not given)
7) O=C(CC1(O)C(=O)Nc2ccc(F)cc21)c1ccc(NS(=O)(=O)c2ccccc2)cc1 (stereo not given)
8) COc1ccc(-c2nc3sc(-c4ccccc4)c(-c4ccccc4)n3c2/C=C/C(=O)c2ccccn2)cc1
Compound	1	2	3	4	5	6	7	8
MOLT-4	127	111	121	101	66	-52*	100	46
K-562	99	101	106	103	83	x	95	66
RPMI-8226	90	103	101	102	97	-57*	104	46
MDA-MB-435	115	104	105	95	104	-88*	100	91
SR	100	123	103	102	75	-66*	104	78
HOP-62	103	121	84	110	92	-83*	95	134
HOP-92	109	113	76	96	92	-82*	100	x
CCRF-CEM	93	100	108	110	65	-29*	116	52

9) CCCCCCCCc1ccc(OCCOC(=O)/C=C\C(=O)NC(N)=O)cc1
10) c1ccc(-c2cc3ccccc3[nH]2)cc1
11) Cc1cc(C)n(C(=O)c2sc(=S)n(-c3ccccc3)c2/N=C2\NC(=O)CS2)n1
12) Cc1ccc(S(=O)(=O)NN=C(c2ccc(Cl)cc2)c2ccc(S(C)(=O)=O)cc2)cc1
13) COc1ccc2nc(-c3nonc3N)[nH]c2c1
14) COc1ccc2nc(NC(=O)c3ccc(N(C)C)cc3)sc2c1
15) O=C(/C=C/c1cn(-c2ccccc2)nc1-c1ccccc1)OCc1cn(-c2cccc(Cl)c2)nn1
16) CCCCCCCCCCCCSCCc1ccccc1
Compound	9	10	11	12	13	14	15	16
MOLT-4	96	92	85	99	99	43	82	82
K-562	97	94	94	88	102	60	82	101
RPMI-8226	91	99	102	89	88	32	86	94
MDA-MB-435	104	96	104	101	102	80	90	102
SR	83	104	101	100	83	43	107	90
HOP-62	108	105	101	98	104	92	92	84
HOP-92	x	88	105	80	100	112	x	95
CCRF-CEM	x	104	101	99	94	48	103	77

17) COc1cc(-c2nc(-c3ccc(-c4nc5ccc(Cl)cc5[nH]4)cc3)no2)cc(OC)c1OC
18) O=C(O)c1ccc(C(Cl)(Cl)Cl)cc1
19) CCOC(=O)c1cc(C(C)=O)c2cc(C)ccn12
20) CC(=O)Nc1ccc(/C(C#N)=C/c2ccc(N(C)CCC#N)cc2)cc1
21) Oc1ccc2ccccc2c1N=Nc1ccc2ncsc2c1
22) CCOC(=O)COc1ccc2c(c1)O/C(=C\c1ccc(O)cc1)C2=O
23) COC(=O)CCCCC1=CCC2C(=O)C=C(O)C2C1 (stereo not given)
24) O=C(CCC1CCCCC1)OCCCc1ccccc1
Compound	17	18	19	20	21	22	23	24
MOLT-4	x	109	118	77	91	117	83	107
K-562	91	101	102	88	97	106	91	115
RPMI-8226	99	101	109	97	100	119	100	109
MDA-MB-435	88	117	100	x	110	102	110	104
SR	92	106	109	85	99	94	x	110
HOP-62	118	106	91	121	98	104	92	117
HOP-92	81	90	106	x	127	115	85	94
CCRF-CEM	x	x	106	88	110	118	x	108

6 of these compounds in a different format.
Sequence of screens – MOLT-4	K-562	RPMI-8226	MDA-MB-435	SR	HOP-62	HOP-92	CCRF-CEM
(2) O=C(O)CCCSc1nc(-c2ccc(Cl)cc2)cc(-c2ccc(Cl)cc2)n1
→ 111	101	103	104	123	121	113	100
(3) CC1SC(c2ccccc2[N+](=O)[O-])N(NC(=O)CCC(=O)c2nc3ncccc3[nH]2)C1=O (stereo not given)
→ 121	106	101	105	103	84	76	108
(4) COc1ccc(COc2ccc(/C=C3\C(=O)Nc4ccc(Cl)cc43)cc2)cc1
→ 101	103	102	95	102	110	96	110
(5) C=C1C(=O)O[C@H]2[C@H]1CC/C(C(=O)NCCOCCOCC(=O)Nc1ccc(OC)c(C(N)=O)c1O)=C\CC[C@@]1(C)O[C@@H]21
→ 66	83	97	104	75	92	92	65
(6) Cc1cc(N2CCCCCC2)nc(NC2CCCC(Nc3ccnc4cc(Cl)ccc34)C2)n1 (stereo not given)
→ -52*	x	-57*	-88*	-66*	-83*	-82*	-29*
(7) O=C(CC1(O)C(=O)Nc2ccc(F)cc21)c1ccc(NS(=O)(=O)c2ccccc2)cc1 (stereo not given)
→ 100	95	104	100	104	95	100	116

(next part)
25) C/C(=C(/C)C1CC1CCNS(=O)(=O)c1ccc(C)cc1)C1CCCC1 (stereo not given)
26) CN1CCN(C(=O)c2ncc(-c3ccc(C(F)(F)F)cc3)c(NC3CCCCCC3)n2)CC1
27) C#CCN1C(=O)/C(=c2\sc3n(c2=O)NC2C(N=3)N(CC)C(=O)N2CC)c2ccccc21 (stereo not given)
28) CCOc1ccccc1/C=C/C(=O)CCC(=O)O
29) C#CCOc1cccc(Nc2ncnc3c2ncn3C2CCN(C(=O)CCl)C2)c1 (stereo not given)
30) CC1(C)CC[C@]2(C(=O)NCCCNCCCCN)CC[C@]3(C)C(=CC[C@@H]4[C@@]5(C)CCC(=O)C(C)(C)[C@@H]5CC[C@]43C)[C@@H]2C1
31) O=C1/C(=C/c2ccc3c(c2)OCO3)SC(=S)N1CCc1ccc(O)cc1
32) CCOC(=O)c1[nH]c(C)c2c1CCc1cnc(N)nc1-2
Compound	25	26	27	28	29	30	31	32
MOLT-4	78	105	68	119	-27*	68	87	88
K-562	67	112	3.3*	124	0.1*	62	96	97
RPMI-8226	93	107	59	103	-50*	73	90	78
MDA-MB-435	101	108	-27*	114	-24*	96	94	102
SR	75	107	15	x	-24*	41	101	153
HOP-62	115	98	81	111	1.8*	96	102	90
HOP-92	x	x	76	117	-85*	86	72	x
CCRF-CEM	97	112	x	x	-28*	91	57	116

33) CCOc1ccc(N2CCC(=O)NC2=S)cc1
34) CCCCCCCCCCCCCCCC(=O)Nc1cc2c(C)cc(=O)oc2cc1O
35) CO[C@@H](C=O)O[C@@H](C=O)CO
36) CC(C(=O)n1ccc(-c2ccc(Cl)cc2)n1)c1ccc(NS(C)(=O)=O)cc1 (stereo not given)
37) COc1ccc(-c2cc3ccc(N(C)C)cc3nc2N)c(F)c1
38) O=S(=O)(Cc1ccccc1)NC1CCCCC1
39) CC(=O)N1N=C(c2ccc(Br)cc2)CC1c1ccc(Oc2ccc(Cl)cc2)cc1 (stereo not given)
40) CCOc1cc(Br)c(Br)c(C=O)c1O
Compound	33	34	35	36	37	38	39	40
MOLT-4	104	110	90	96	26	92	83	73
K-562	107	102	x	97	x	88	70	99
RPMI-8226	108	101	x	93	-20*	99	75	81
MDA-MB-435	101	107	116	100	14	101	100	82
SR	115	98	93	x	13	85	86	x
HOP-62	103	103	85	100	40	106	89	73
HOP-92	85	102	78	80	19	102	70	44
CCRF-CEM	101	106	100	84	40	101	95	x

Values by screen from the entries so far:
Compounds 34–37 in MDA-MB-435 read 107, 116, 100, 14
Compounds 34–37 in SR read 98, 93, x, 13
Compounds 34–37 in HOP-62 read 103, 85, 100, 40

Next results
41) O=C(/C=C/c1ccc(Cl)cc1)c1ccc(Nc2ccnc3cc(Cl)ccc23)cc1
42) CC(=O)c1cccs1
43) CCOC1=Nn2c(CCC(=O)c3nc4ccccc4[nH]3)nnc2SC1
44) COc1cc(/C=N/c2cc(C(C)(C)C)nn2-c2ccccc2)cc(OC)c1OC
45) CN(C)CCCN(Cc1ccccc1O)C(=O)Nc1cccc2ccccc12
46) O=C(O)/C=C/C(=O)Nc1cc(Cl)c(Cl)cc1Cl
47) Cc1cc(=O)n(C(=S)Nc2cccc(Cl)c2)c2cc(O)ccc12
48) COc1ccc(C(=O)/C=C/c2ccc3c(c2)OCCO3)cc1S(N)(=O)=O
Compound	41	42	43	44	45	46	47	48
MOLT-4	43	95	105	93	107	89	103	37
K-562	28	108	x	98	103	91	100	17
RPMI-8226	-42*	110	111	117	94	90	104	59
MDA-MB-435	65	109	112	101	106	96	113	88
SR	-17*	93	x	88	x	87	115	18
HOP-62	72	84	103	103	108	88	87	30
HOP-92	15	91	x	88	85	77	104	95
CCRF-CEM	3.0*	113	103	87	101	66	106	91

49) CC(=C(c1ccc(OCCN2CCOCC2)cc1)c1ccc(OCCN2CCOCC2)cc1)c1ccc(Cl)cc1
50) COC1=CC(c2ccc[nH]2)=N/C1=C\c1[nH]c(C)c(C(=O)Oc2ccccc2)c1C
51) Cc1ccc(-c2cnc3sc(C(=O)NCc4ccccc4)c(C)n23)cc1
52) COc1ccc(-c2c(C#N)c(N)nc3c(C#N)c(NC(=O)c4ccccc4)nn23)cc1
53) O=C1N(CCCCCCO)c2ccccc2[C@]12Oc1ccccc1[C@H]1CC(c3ccc(Br)cc3)=NN12
54) CCCCCCOc1ccc(C(=O)O)cc1
55) COc1ccc2nc(NC(=O)CSC(=S)N3CCN(C)CC3)sc2c1
56) COC(=O)C1(O)NC(=C(C#N)C#N)C(C#N)=C1C(=O)/C=C/c1ccccc1 (stereo not given)
Compound	49	50	51	52	53	54	55	56
MOLT-4	68	3.9*	100	100	88	105	111	99
K-562	35	8.5*	103	97	67	98	104	107
RPMI-8226	69	-13*	x	113	71	102	97	98
MDA-MB-435	99	-69*	x	101	97	107	109	105
SR	51	6.7*	96	x	x	113	113	99
HOP-62	92	-22*	99	101	96	96	96	110
HOP-92	56	-35*	102	96	86	97	81	84
CCRF-CEM	76	19	91	109	57	105	x	105

Reformatted with two lines to a compound: six of the compounds above.
Results follow in this order: MOLT-4	K-562	RPMI-8226	MDA-MB-435	SR	HOP-62	HOP-92	CCRF-CEM
52: COc1ccc(-c2c(C#N)c(N)nc3c(C#N)c(NC(=O)c4ccccc4)nn23)cc1
  100	97	113	101	x	101	96	109
54: CCCCCCOc1ccc(C(=O)O)cc1
  105	98	102	107	113	96	97	105
55: COc1ccc2nc(NC(=O)CSC(=S)N3CCN(C)CC3)sc2c1
  111	104	97	109	113	96	81	x
53: O=C1N(CCCCCCO)c2ccccc2[C@]12Oc1ccccc1[C@H]1CC(c3ccc(Br)cc3)=NN12
  88	67	71	97	x	96	86	57
49: CC(=C(c1ccc(OCCN2CCOCC2)cc1)c1ccc(OCCN2CCOCC2)cc1)c1ccc(Cl)cc1
  68	35	69	99	51	92	56	76
50: COC1=CC(c2ccc[nH]2)=N/C1=C\c1[nH]c(C)c(C(=O)Oc2ccccc2)c1C
  3.9*	8.5*	-13*	-69*	6.7*	-22*	-35*	19

More entries
57) CC1=C(C(=O)OCc2ccccc2)C(c2c(O)cc(O)cc2O)n2c(nc3ccccc32)N1 (stereo not given)
58) O=C(CSc1nccc(Nc2ccc(S(=O)(=O)Nc3nccs3)cc2)n1)c1ccc([N+](=O)[O-])cc1
59) CC1CNC2(CCCCC2)O1 (stereo not given)
60) CC(C)C1=NOC(=O)C1=Cc1cn(-c2ccccc2)nc1-c1ccc(Cl)cc1
61) COc1ccc(CNNC(=O)CCc2ccccc2)c(OC)c1OC
62) O=C1c2cc(I)ccc2Oc2cc([N+](=O)[O-])ccc2N1c1ccc(I)cc1F
63) O=C(Nc1ccccc1)Nc1cc(=O)[nH]c(SCC(=O)N2CCN(c3cc4c(cc3F)c(=O)c(C(=O)O)cn4C3CC3)CC2)n1
64) CCCCNCCOc1cccc(C)c1
Compound	57	58	59	60	61	62	63	64
MOLT-4	61	106	91	-4.9*	103	86	92	83
K-562	17	104	93	43	107	97	x	94
RPMI-8226	82	102	91	-28*	105	112	x	115
MDA-MB-435	1.3*	107	94	76	105	103	97	99
SR	19	117	97	-22*	118	x	79	103
HOP-62	48	102	93	92	97	100	98	91
HOP-92	83	112	89	87	106	99	101	101
CCRF-CEM	38	102	102	4.9*	120	98	93	107

65) Brc1c[n+](Cc2ccc3ccccc3c2)cn1Cc1ccc2ccccc2c1
66) O=C(CC1(O)C(=O)Nc2ccccc21)c1cc2ccccc2oc1=O (stereo not given)
67) CCC1OC(OC)C=CC1=O (stereo not given)
68) O=C(Nc1cccc(NC(=O)c2ccccn2)c1)c1ccc(Cl)c(Cl)c1
69) O=C(Cc1ccc([N+](=O)[O-])cc1)Oc1ccccc1
70) COc1cc(-n2nc(C(=O)NCCCCCC(=O)O)nc2-c2ccccc2)cc(OC)c1OC
71) COc1cc(C(=O)c2cc(C(C)=O)c3c(C)cc(C)cn23)cc(OC)c1OC
72) Cc1c(C(N)=O)sc2c1c(=O)n(Cc1ccccc1)c1nnc(-c3ccccc3)n21
Compound	65	66	67	68	69	70	71	72
MOLT-4	13	104	103	93	108	99	110	x
K-562	11	98	87	89	104	96	90	x
RPMI-8226	-46*	100	110	103	x	114	96	106
MDA-MB-435	-32*	110	99	97	122	122	99	116
SR	x	106	81	70	97	98	82	x
HOP-62	48	95	98	94	102	78	96	108
HOP-92	-24*	105	90	117	x	94	75	98
CCRF-CEM	5.1*	101	94	102	99	110	96	x

Screening data as filed in PubChem BioAssay.
